15-hLO-2 inh: inhibitors of human 15-lipoxygenase 2 (ALOX15B); AID 881; Potency, µM (top dose mostly 57.1 µM), inactives show at the top dose activity change, negative = inhibition, usual class: inhibitors; O15296; purified 15hLO-2, xylenol orange hydroperoxide absorbance; actives 0.56% (n = 110,000); also: potency is read from the fitted curve at half-maximal effect; nearly all actives have a fitted effect of over 60% in size; many of its hits are not listed in these tables
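Purified human 15hLO-2 (50 nM final) preincubated with compounds 15 min at room temperature in 25 mM Hepes pH 7.5, 0.01% Triton X-100, then 45 uM arachidonic acid added for 90 min; hydroperoxide detected via ferrous/xylenol orange, 573/405 nm absorbance ratio.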
ALOX12 inhib: blocks human 12-lipoxygenase activity. actives 0.12% (n = 150,000). Potency, µM (highest dose often 57.1 µM), without a hit: at the highest dose activity change, negative = inhibition, actives largely listed as inhibitors. P18054. purified 12-hLO, xylenol orange hydroperoxide absorbance; also: potency is read from the fitted curve at half-maximal effect; nearly all actives have a fitted effect of over 55% in size; many of its hits are not listed in these tables
Target sequence (P18054 whole entry, looked up): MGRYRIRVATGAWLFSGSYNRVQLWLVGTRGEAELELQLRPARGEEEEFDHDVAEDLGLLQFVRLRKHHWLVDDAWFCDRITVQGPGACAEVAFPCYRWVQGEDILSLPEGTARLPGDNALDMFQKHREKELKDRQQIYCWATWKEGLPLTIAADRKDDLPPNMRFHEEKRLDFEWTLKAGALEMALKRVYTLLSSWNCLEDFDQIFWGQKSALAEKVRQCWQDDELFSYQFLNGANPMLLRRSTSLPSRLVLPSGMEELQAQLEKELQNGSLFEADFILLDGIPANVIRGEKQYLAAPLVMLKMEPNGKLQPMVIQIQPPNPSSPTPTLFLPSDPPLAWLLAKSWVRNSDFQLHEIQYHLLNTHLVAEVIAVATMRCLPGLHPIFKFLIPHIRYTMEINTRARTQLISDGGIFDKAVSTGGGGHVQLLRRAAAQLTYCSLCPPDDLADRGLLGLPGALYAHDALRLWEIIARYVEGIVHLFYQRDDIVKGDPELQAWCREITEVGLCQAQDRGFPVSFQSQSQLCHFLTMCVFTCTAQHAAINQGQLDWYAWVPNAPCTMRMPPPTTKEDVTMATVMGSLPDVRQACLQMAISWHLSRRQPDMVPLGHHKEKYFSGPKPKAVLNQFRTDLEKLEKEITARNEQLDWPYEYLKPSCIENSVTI
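Purified human 12hLO (150 nM), preincubated 15 min with compound, then 40 uM arachidonic acid for 30 min, room temperature, Hepes pH 7.0 with 0.01% Triton X-100. Hydroperoxide detected by ferrous iron/xylenol orange; 573/405 nm absorbance ratio gives reaction progress.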
IMPase cell inh: cell-permeable inhibitors of inositol monophosphatase (IMPase) | CHO-M1 cells, IP1 accumulation, HTRF TR-FRET ratio | AID 901 | inhibition (IP1 accumulation), % at 46.1 µM | P97697 | 120,000 tested, under 10 active; active = well fitted curve in the direction sought with a large enough effect in the signal ratio, not every such curve was filed as active; inconclusive = small, poorly fitted or top-dose-only effect, or a change in a side signal; inactive = no such curve, though single readings can be large or run the other way; the % refers to the signal ratio;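 also: cells stimulated with carbachol in lithium chloride buffer; plate controls were DMSO basal wells for no effect and reference inhibitor wells for full effect; higher means more IMPase inhibition seen as more IP1 and lower FRET ratio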
Target sequence (P97697 whole entry, looked up): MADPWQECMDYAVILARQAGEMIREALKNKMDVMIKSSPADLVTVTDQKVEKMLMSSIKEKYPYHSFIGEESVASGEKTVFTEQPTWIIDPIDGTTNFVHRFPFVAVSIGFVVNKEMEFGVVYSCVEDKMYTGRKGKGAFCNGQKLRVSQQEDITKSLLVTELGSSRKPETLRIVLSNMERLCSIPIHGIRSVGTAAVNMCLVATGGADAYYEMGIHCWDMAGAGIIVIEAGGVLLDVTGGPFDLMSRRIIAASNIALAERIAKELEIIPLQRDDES
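In this qHTS, compounds (final up to 46 uM) act on CHO-M1 cells that are then activated through the M1 receptor with carbachol, in pH 7.4 buffer containing 50 mM LiCl, for 30 min. IP1 accumulation is quantified by the IP-One immunoassay.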
PNC assembly inh: blocks assembly of the perinucleolar compartment; activity change (PNC), negative = inhibition, % at 10 µM; actives 3.1% (n = 140,000); PC3M PTB-GFP, PNC prevalence imaging, 16 h; stronger effect = lower value;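 active = readout at or below -70, meaning at least 70% loss of cells showing the perinucleolar compartment, a nuclear body marking cancer cells; inconclusive = readout between -30 and a set limit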;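 also: plate controls were DMSO wells for no effect and camptothecin positive control wells for full effect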
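Read-out is percentage of cells bearing a perinucleolar compartment, from automated 20x imaging of fixed, Hoechst-stained PC3M PTB-GFP cells. Cells were seeded 4 h, then exposed 16 h to compound (23 nl of library stock) in duplicate plates.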
Numbers without * were called inactive; u = inconclusive; x = no result given; & = joins results of further samples; [ ] = another dose, or the depositor's remark. Unless noted, calls follow the shape of the dose curve; as a rule, active = well fitted curve in the direction sought with a large enough effect; inconclusive = small, poorly fitted or top-dose-only effect, or another doubt; inactive = no such curve, though single readings can be large; an effect the other way counts as inactive or inconclusive. Unless noted, % is scaled to controls: 0 for no effect and ±100 for the full control effect.

SMILES | 15-hLO-2 inh | ALOX12 inhib | IMPase cell inh | PNC assembly inh
COc1ccc(Nc2cc(C(=O)NCCCN3CCN(C)CC3)c3ccccc3n2)cc1OC | u | -3% | -1 | u
COC(=O)CN(c1ccccc1OC)S(=O)(=O)c1ccccc1 | 2% | 1% | 0 | -9
O=C(Nc1ccccc1)c1ccc(N2CCN(c3ccccn3)CC2)c(S(=O)(=O)N2CCOCC2)c1 | 4% | 7% | 3 | -25
COc1ccc(C(=O)NC2(C(F)(F)F)C(=O)Nc3c2c(=O)[nH]c(=O)n3CCc2ccc(OC)c(OC)c2)cc1 (configuration not stated) | 6% | -3% | 12&2 | 24
CCN(CC)c1ccc(N=Cc2ccc([N+](=O)[O-])o2)cc1 | x | -13% | x | u
CCCCOC(=O)CSc1nc2c(cc1C#N)C(=O)CC(C)(C)C2 | 1% | 0% | 14 | -24
CN(C)CCCOC(=O)c1ccccc1 | 6% | 3% | 4 | 18
COCc1c(C(=O)OCC(=O)N2c3ccccc3CC2C)oc2ccccc12 (configuration not stated) | -4% | -2% | 3 | u
O=C(NCCCN1CCc2ccccc2C1)Nc1ccc(Cl)cc1 | 35%[activator] | 0% | 1 | 9
O=C1C2CCC(C(O)C2)N1Cc1ccccc1 (configuration not stated) | 0% | 1% | 4 | 34
COc1ccc(NC(=O)c2ccco2)cc1NC(=O)c1cccnc1 | 1% | -3% | 5 | u
CCOC(=O)CN(C(=O)CSc1nnc2c(n1)[nH]c1c(C)cc(C)cc12)c1ccccc1 | 6% | -6% | 3 | 32
Cn1cccc1C(=O)N1CCC2(CCCN(c3ccc(-c4ccccc4)cc3)C2)CC1 | -5% | -7% | x | x
N#Cc1cc2c(=O)n3ccccc3nc2n(CCCn2ccnc2)c1=N | -9% | -19% | 0 | 0
COc1cccc(CC(=O)n2nc(N)c3cc4ccc(OC)cc4nc32)c1 | -15% | -5% | 3 | -6
CC(C(=O)N(C1CC1)C1(C(=O)Nc2ccccc2)CCCC1)N1C(=O)c2ccccc2C1=O (configuration not stated) | 1% | 3% | 9 | 10
CC(C)NC(=O)NC(=O)COc1ccc(Br)cc1Br | x | -7% | x | u
COc1ccc(Nc2oc(COc3cccc(C)c3)nc2C#N)cc1 | -17% | -11% | 15 | -5
Cc1ccc(C)c(OCc2nnc(N)s2)c1 | -5% | 1% | -8 | 2
COc1ccccc1N(CC(=O)Nc1ccccc1C(=O)NC(C)C)S(C)(=O)=O | 4% | -1% | 1 | 19
O=S(=O)(NCc1ccc(Cl)cc1)c1ccc(Cl)nc1 | x | 7% | 7 | u
COc1cccc(C(=O)OCC(=O)Nc2cc(C)c(C)cc2[N+](=O)[O-])c1 | x | 3% | x | u
CC(=O)N1CCN(c2ccc(S(=O)(=O)NCCN(C(C)C)C(C)C)cc2[N+](=O)[O-])CC1 | x | -4% | x | -105*
O=C(Cn1cnc2ccccc21)Nc1ccc(C(=O)O)cc1 | -1% | 3% | -3 | 31
Cc1c(OCC(F)(F)F)ccnc1CSc1nc2ccccc2[nH]1 | 45%[activator] | -5% | 4 | -15
CCOC(=O)c1ccccc1NC(=O)CSc1nccn1C | x | 1% | -4 | -100*
O=C(Nc1ccc(Cl)cc1-c1nc2ccccc2s1)c1ccco1 | -1% | -5% | -5 | 9
Cc1cc(Nc2ccccc2F)n2ncnc2n1 | -2% | -1% | 4 | u
O=C(CSc1ncnc2ccccc12)NCc1ccco1 | x | 4% | -11[1.84 µM] | -26
COc1cccc(NC(=O)C(=O)N2CCOCC2)c1 | x | 0% | -5 | 203
CP(C)(=O)CCP(=O)(c1ccccc1)c1ccccc1 | x | 2% | -2 | 5
COc1ccc2c(=O)c(-c3ccccc3)coc2c1 | 5% | -9% | -3 | x
O=C(O)c1ccc2c(=O)n3c(nc2c1)/C(=C/c1cccc(Cl)c1Cl)CCCC3 | x | -1% | x | -3
Cc1ccc(S(=O)(=O)N(CC(=O)Nc2ccc(Cl)c([N+](=O)[O-])c2)C2CCCCC2)cc1 | x | 2% | x | 21
COc1ccc(-c2oc(/N=C/N3CCCC3)c(C#N)c2-c2ccc(OC)cc2)cc1 | -11% | -11% | 12 | u
Cc1onc(-c2c(Cl)cccc2Cl)c1C(=O)N1CCc2ccccc21 | -3% | 1% | 14 | 47
COc1cc2ccccc2cc1C(=O)NC(=S)Nc1nnn(C)n1 | x | 0% | x | -21
O=C1NC(=Nc2cccc(Cl)c2)SC1Cc1cccc(Cl)c1Cl (configuration not stated) | -20% | -5% | -2 | -4
CC(C)(C)C(=O)Cn1c(=N)n(Cc2ccccc2Cl)c2ccccc21 | 25% | -4% | 6 | 33
Cc1cc(C)cc(OCC(=O)NNC(=O)CN2C(=O)c3ccccc3C2=O)c1 | x | -1% | x | u
Cc1ccccc1NC(=O)c1nc[nH]c1C(=O)NCc1ccccc1 | -3% | -2% | 5 | 32
NS(=O)(=O)c1ccc(NC(=O)Nc2ccccc2F)cc1 | -4%[11.4 µM] | -1%[11.4 µM] | x | x
CS(=O)(=O)N1CCc2cc(S(=O)(=O)N3CCN(Cc4ccc5c(c4)OCO5)CC3)ccc21 | 0% | -2% | 7 | 34
C/C(Cl)=C/CSc1nnc2n(N)c(=O)c3ccccc3n12 | 5% | 2% | 10 | 9
Cc1ccc(SCCNC(=O)c2ccc(C)c(S(=O)(=O)Nc3cccc(C)c3)c2)cc1 | -6% | -1% | 0 | 11
CCc1cc2cc3c(cc2nc1SCC(=O)Nc1nccs1)OCO3 | x | 0% | u | 60
CCCc1nc2sc3c(=O)n(N)cnc3c2c2c1CCCC2 | x | 4% | x | -18
Cc1ccc(C(=O)Nc2ncc3c(n2)CC(c2ccco2)CC3=O)cc1 (configuration not stated) | -8% | -7% | -4 | 5
Cc1ccc(CC(=O)N2CCOCC2)cc1 | 2% | -3% | 5 | -26
COc1ccc(NC(=O)c2ccc(C)cc2Cl)c([N+](=O)[O-])c1 | 3% | 0% | -18 | 18
Next section.
SMILES | 15-hLO-2 inh | ALOX12 inhib | IMPase cell inh | PNC assembly inh
C(#Cc1ccccc1)CN1CCN(c2ccccn2)CC1 | -1% | -10% | -8 | 23
Cc1ccnc(NS(=O)(=O)c2ccc(NC(=O)Cc3cccs3)cc2)n1 | -3%[2.29 µM] | 3% | -6 | 18
CCCCNC(C(=O)Nc1ccc(Cl)c([N+](=O)[O-])c1)c1ccccc1 (configuration not stated) | x | 0% | 6 | 54
Cc1nc(NCC2CCCO2)c2nnn(Cc3ccccc3)c2n1 (configuration not stated) | 9% | -3% | 1 | 15
CCOCCCn1c(SCC(=O)Nc2cc(C(C)(C)C)nn2-c2ccccc2)nc2ccccc2c1=O | x | 3% | 6 | 6
CN(C)c1nc(SCCOC(=O)Nc2ccccc2)nc(N(C)C)n1 | 10% | -4% | 9 | 20
CC1CCC(NC(=O)COc2ccccc2C(N)=O)CC1 (configuration not stated) | -3% | 0% | 5 | 33
O=C(NCc1cccs1)c1csc2c1CCCCC2 | -22% | 1% | 1 | -19
COc1ccc(Br)cc1C(=O)Nc1ccc(Cc2ccncc2)cc1 | 11% | -9% | 9 | 0
COc1ccc(NC(=S)N(CCCN2CCCCC2)Cc2cccs2)cc1 | x | 2% | x | -105*
CC1CCCN(C(=O)Cn2cnc3c2c(=O)n(C)c(=O)n3C)C1 (configuration not stated) | 1% | 1% | -8 | 4
O=c1c(Cc2ccc(F)cc2)c(O)ccn1Cc1cccc(Cl)c1 | -7% | -8% | 2 | u
COc1ccc(NC(=O)COc2ccc(/C=N/NC(=O)c3cccnc3)cc2OC)cc1 | x | 3% | x | 21
COc1ccc(C2=C(CN(C)C)C(c3ccccc3)c3ccccc3O2)cc1 (configuration not stated) | 47%&78%[activator] | -12%&-12% | 9&1 | u
C(=C\c1ccccc1)/C=N/Nc1nncc(-c2ccccc2)n1 | x | -4% | -5 | 5
CCCCNC(=O)CCc1nc2cccnc2n1Cc1ccc(OC)cc1 | 7% | 7% | 7 | 36
CCCC(=O)Nc1ccccc1N1CCN(C(=O)c2ccccc2)CC1 | -6% | -3% | -1 | 6
COc1ccc2[nH]c(=O)c(CN(C(=O)COc3ccccc3)C(C)C)cc2c1 | 8% | -4% | 2 | 16
CCOC(=O)C(CO)(NC(C)=O)C(=O)OCC | 3% | 0% | -1 | 8
Cc1ccc(S(=O)(=O)N2CCC(n3nnc4cc(C)ccc43)CC2)cc1 | x | 1% | -1 | 272

The list goes on, overlapping the part above by 4 compounds.
SMILES | 15-hLO-2 inh | ALOX12 inhib | IMPase cell inh | PNC assembly inh
CCCC(=O)Nc1ccccc1N1CCN(C(=O)c2ccccc2)CC1 | -6% | -3% | -1 | 6
COc1ccc2[nH]c(=O)c(CN(C(=O)COc3ccccc3)C(C)C)cc2c1 | 8% | -4% | 2 | 16
CCOC(=O)C(CO)(NC(C)=O)C(=O)OCC | 3% | 0% | -1 | 8
Cc1ccc(S(=O)(=O)N2CCC(n3nnc4cc(C)ccc43)CC2)cc1 | x | 1% | -1 | 272
NC(=O)CSc1oc(-c2cccs2)nc1S(=O)(=O)c1ccccc1 | -10% | -4% | 10 | 25
c1cn(CCCNC2=NCCCCC2)cn1 | 16% | -2% | -14 | u
O=C(CCCn1c(SCC(=O)NCC2CCCO2)nc2ccccc2c1=O)NCc1ccccc1 (configuration not stated) | 4% | -1% | -2 | 27
Cc1ccc2[nH]c(=O)c(CN(Cc3nnnn3Cc3ccccc3)C3CCCC3)cc2c1 | 3% | -12% | -3 | 28
N#CCCn1cc(/C=N/NC(=O)c2ccncc2)c(-c2ccccc2)n1 | 6% | -2% | 4 | -84*
O=C(N/N=C/c1cc([N+](=O)[O-])cc([N+](=O)[O-])c1O)/C(=C\c1cccs1)NC(=O)c1ccccc1 | x | -4% | 1 | -19
COc1ccc(C)cc1S(=O)(=O)N(CC(=O)Nc1cccc([N+](=O)[O-])c1)c1ccc(C)cc1 | x | 7% | 7 | -82*
Cc1c(Cl)c(C(F)(F)F)nn1CC(=O)N1CCSCC1 | x | 3% | 1 | 206
c1ccc(CSc2nnc(NC3=NCCCCC3)s2)cc1 | 13% | 0% | -2 | 20
Cc1c(C(=O)OC(C)CCN(C)C)oc2ccccc12 (configuration not stated) | 5% | 3% | 14 | u
COc1ccc(Br)cc1CNC(C)c1ccccc1 (configuration not stated) | x | 0% | x | -26
O=C1CNC(=O)N1Cc1ccc(Br)cc1 | -1% | 1% | u | -22
CCCn1c(SCC(=O)Nc2nnc(C)s2)nnc1-c1ccoc1C | -3% | -2% | 9 | -5
CCc1ccc2c(COC(=O)CNS(=O)(=O)c3ccc(NC(C)=O)cc3)cc(=O)oc2c1 | x | -2% | x | 22
O=C(c1ccc(CN2CCOCC2)cc1)N1CCC(Cc2ccccc2)CC1 | 4% | 3% | 3 | -29
O=C(NC(=S)Nc1ccc2c(c1)OCO2)c1ccc(Cl)cc1 | x | 0% | x | 8
CCOC(=O)C1=C(Cc2ccc(C)cc2)C(=O)c2ccccc2C1=O | 10µM* | u | 2 | 24
Cc1ccc(NC(=O)C(NS(=O)(=O)c2cccc3nsnc23)C(C)C)nc1 (configuration not stated) | 0% | 0% | 2 | -7
Cc1nn(-c2ccccc2)c(N2CCCCC2)c1/C=N/O | -1% | -1% | 11 | u
CC(C)NC(=O)NC(=O)COc1cccc2c1OC(C)(C)C2 | 1% | -3% | 3 | u

3 entries from above, tab-delimited:
Compound	15-hLO-2 inh	ALOX12 inhib	IMPase cell inh	PNC assembly inh
CCCn1c(SCC(=O)Nc2nnc(C)s2)nnc1-c1ccoc1C	-3%	-2%	9	-5
CCc1ccc2c(COC(=O)CNS(=O)(=O)c3ccc(NC(C)=O)cc3)cc(=O)oc2c1	x	-2%	x	22
Cc1nn(-c2ccccc2)c(N2CCCCC2)c1/C=N/O	-1%	-1%	11	u

Screening results as filed in PubChem.

Not all compounds are listed; rates above refer to the full screens.
